Screening data from PubChem.
sPLA2-III inh: human group III sPLA2 inhibitors, primary screen, biochemical, QFRET, BODIPY PC-A2 liposome substrate; Group 3 secretory phospholipase A2 (Homo sapiens), Q9NZ20; QFRET BODIPY PC-A2 liposome hydrolysis, fluorescence; inhibition, % at 12.2 µM; 370,000 compounds, 0.56% hits; AID 743126, 2013;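 active means inhibition above mean plus 3 SD of compounds lying within the high and low control bounds, cut at about 19% in these data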;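 further: 0% = median of test compound wells and 100% = no enzyme DMSO wells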
NPR2 activator: human GC-B receptor activators, primary screen, HEK293 GC-B cells, cGMP TR-FRET, EC30 CNP | Atrial natriuretic peptide receptor 2 (Homo sapiens), P20594 | 0% at EC30 CNP, 100% saturating CNP | activation, % at 10 µM | 370,000 compounds, 0.11% hits;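 active means activation at 10 µM reaching about 35% in either raw or pattern-adjusted values, limit read from the data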
GC-A act: GC-A stimulated cGMP production enhancers – HEK293 GC-A cells, cGMP TR-FRET, EC30 ANP, primary screen. 0% at EC30 ANP, 100% saturating ANP. activation, % at 10 µM. 370,000 compounds, 0.14% hits; in the data active means activation above about 40%
rCAG binder: binders of r(CAG) RNA repeats, primary screen, biochemical, fluorescence; AID 651821, 2012; inhibition, % at 3 µM; 370,000 compounds, 1.3% hits; r(CAG) RNA repeat, TO-PRO-1 dye displacement fluorescence;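 active means inhibition above the plate cutoff, the mean of all test compounds on that plate plus 3 SD, cut at about 35% in these data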;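 further: 0% = DMSO alone and 100% = 100 µM mitoxantrone as full dye displacement; higher means more dye released from RNA so lower well fluorescence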
ADAM10 inh: human ADAM10 inhibitors, primary screen, biochemical, QFRET, HTS; Disintegrin and metalloproteinase domain-containing protein 10 (Homo sapiens), O14672; recombinant ADAM10, EDANS/DABCYL FRET peptide cleavage, 3 h; inhibition, % at 7 µM; 370,000 compounds, 0.62% hits; AID 720582, 2013;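 active means inhibition above a per-campaign cutoff equal to the mean of compounds falling between control-based bounds plus 3 SD, cut at about 20% in these data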;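 further: 0% = DMSO wells while the 100% control is not disclosed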
Target sequence (O14672 214-748 limits assumed): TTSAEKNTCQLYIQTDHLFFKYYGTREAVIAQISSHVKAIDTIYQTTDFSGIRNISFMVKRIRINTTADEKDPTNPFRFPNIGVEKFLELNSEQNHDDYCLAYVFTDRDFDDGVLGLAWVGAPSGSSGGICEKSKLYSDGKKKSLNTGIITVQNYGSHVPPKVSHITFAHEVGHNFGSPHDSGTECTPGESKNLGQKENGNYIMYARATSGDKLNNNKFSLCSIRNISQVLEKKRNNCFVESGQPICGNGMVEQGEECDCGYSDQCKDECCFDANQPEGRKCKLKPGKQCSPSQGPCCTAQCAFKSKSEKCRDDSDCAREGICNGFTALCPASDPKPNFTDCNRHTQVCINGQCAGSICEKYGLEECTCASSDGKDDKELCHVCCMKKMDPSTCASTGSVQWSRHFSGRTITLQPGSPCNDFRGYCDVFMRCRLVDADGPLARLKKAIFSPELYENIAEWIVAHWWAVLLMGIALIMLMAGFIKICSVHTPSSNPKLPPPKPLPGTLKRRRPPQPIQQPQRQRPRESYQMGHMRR
FXN GAA850 act: FXN promoter activators, primary screen, cell-based, luciferase luminescence, HEK293 lucGAA850; HEK293 lucGAA850 FXN promoter luciferase reporter, 24 h; percent of 10 µM SAHA response; 360,000 compounds, 0.56% hits; AID 540364, 2011; activation, % at 6 µM;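 active means activation above the average of all compounds screened plus 3 SD, cutoff fixed separately per campaign, cut at about 7.5% in these data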;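 further: 0% = DMSO wells and 100% = 10 µM SAHA wells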
KLK7 zymogen act: proKLK7 zymogen activators, primary screen, biochemical, fluorescence intensity; Kallikrein-7 (Homo sapiens), P49862; purified proKLK7, EDANS-DABCYL substrate fluorescence; 100% is mature enzyme control, 0% vehicle; activation, % at 7 µM; 370,000 compounds, 0.9% hits; AID 652039, 2013;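 active means activation above the mean of all tested compounds plus 3 SD, computed per campaign excluding outliers beyond control limits, cut at about 13% in these data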
ARFGAP1 inh: inhibitors of rat ARFGAP1 GAP activity, primary screen, biochemical, fluorescence polarization, GDP tracer; ADP-ribosylation factor GTPase-activating protein 1 (Rattus norvegicus), Q62848; Arfgap1-stimulated ARF1 GTP hydrolysis, GDP FP detection; inhibition, % at 16.5 µM; 360,000 compounds, 0.26% hits; AID 651572, 2012;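 active means inhibition above a per-plate limit, mean inhibition of low control wells plus 3 SD, cut at about 25% in these data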;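 further: 0% = DMSO wells with enzyme and 100% = wells lacking Arfgap1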
Target sequence (Q62848 1-136 limits assumed): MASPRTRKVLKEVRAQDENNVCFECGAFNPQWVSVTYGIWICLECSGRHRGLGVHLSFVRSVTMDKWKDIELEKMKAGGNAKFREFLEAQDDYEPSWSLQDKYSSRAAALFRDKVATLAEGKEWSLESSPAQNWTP
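Material: truncated rat Arfgap1 GAP domain; Incubation: compound-enzyme preincubation 20 min, reaction 120 min, detection 60 min, 25 °C; Read-out: percent inhibition of Arfgap1-stimulated GTP hydrolysis; Technique: FP, GDP Alexa 633 tracer displaced from anti-GDP antibody, 620/688 nm; Controls: No-Arfgap1 wells (100%) versus DMSO full-reaction wells (0%); Replication: single well per compound.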
Tn6 DDE FP: inhibitors of Tn6 peptide binding to fibrin DD(E), primary screen, biochemical, fluorescence polarization, human fibrin, Tn6 probe | Fibrinogen beta chain (Homo sapiens), P02675 | Fibrin DD(E) TRITC-Tn6 fluorescence polarization displacement | inhibition, % at 8.3 µM | 370,000 compounds, 0.21% hits;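 active means inhibition above a per-campaign cutoff: mean of compounds within control limits plus 3 SD, cut at about 15% in these data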;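 further: 0% = median of all compound wells on the plate and 100% = blocking peptide control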
ASAP1 inh: inhibitors of human ASAP1 ArfGAP activity, primary screen, biochemical, fluorescence polarization. ASAP1-stimulated ARF1 GTP hydrolysis, GDP FP detection. Arf-GAP with SH3 domain, ANK repeat and PH domain-containing protein 1 (Homo sapiens), …. inhibition, % at 16.5 µM. 360,000 compounds, 0.19% hits; in the data active means inhibition above about 25%;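 further: 0% = vehicle with enzyme and substrate and 100% = no enzyme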
Target sequence (Q9ULH1 325-724 limits assumed): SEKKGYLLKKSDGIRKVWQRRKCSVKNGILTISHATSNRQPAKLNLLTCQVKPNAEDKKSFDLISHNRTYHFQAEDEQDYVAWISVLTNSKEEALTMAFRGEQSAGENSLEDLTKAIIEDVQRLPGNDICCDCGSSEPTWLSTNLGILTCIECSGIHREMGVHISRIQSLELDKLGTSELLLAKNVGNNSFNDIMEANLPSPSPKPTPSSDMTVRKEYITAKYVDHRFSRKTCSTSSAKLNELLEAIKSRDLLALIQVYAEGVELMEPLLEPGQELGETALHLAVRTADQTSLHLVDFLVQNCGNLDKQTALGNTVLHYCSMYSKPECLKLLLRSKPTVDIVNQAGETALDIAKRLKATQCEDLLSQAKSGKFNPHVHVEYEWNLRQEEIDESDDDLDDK
An asterisk follows results filed as active; . = no result given.

SMILES	sPLA2-III inh	NPR2 activator	GC-A act	rCAG binder	ADAM10 inh	FXN GAA850 act	KLK7 zymogen act	ARFGAP1 inh	Tn6 DDE FP	ASAP1 inh
CCOc1ccc2oc(C(=O)NC3CCN(Cc4ccccc4)CC3)c(C)c2c1	-11	-4	-2	-6	-22	-1.1	-0.6	1	7	-13
COc1cc(C2N(Cc3ccccc3)CCN2Cc2ccccc2)ccc1OC(C)=O	4	3	-2	-4	8	0.2	-0.7	4	-1	11
Cc1ccc(CS(=O)(=O)CCC(=O)NCCN2CCCCC2C)cc1 (stereo not given)	1	-5	2	-1	-9	0.7	0.4	-2	6	2
CC(=O)Nc1ccc2nc(CN3CCN(CC=C(C)C)C(CCO)C3)ccc2c1 (stereo not given)	3	-9	5	4	2	2.3	-0.5	2	-3	2
COc1cc(C2NC(=O)NC(O)(C(F)(F)F)C2C(C)=O)cc(OC)c1OC (stereo not given)	5	5	4	-3	-8	0.1	0.1	3	6	-4
CCOC(=O)[C@]12CCC=C1N(Cc1cccc3ccccc13)C(=O)[C@H](CC(=O)NCc1ccc(C)o1)C2	-23	4	0	4	4	.	-0.2	-6	3	-12
COc1ccc2c(c1)[nH]c1c(=O)n(/N=C/c3ccc(OC)c(CN4CCCCC4)c3)cnc12	-7	-1	-5	4	-3	4.1	-0.3	3	-2	6
CCS(=O)(=O)Nc1ccc2c(c1)C(=O)N(C)[C@@H]1CC[C@H](CC(=O)N3CCCCC3)O[C@H]1CO2	11	-1	2	1	2	.	-0.1	.	1	.
CCOC(=O)c1ccc(NC(=O)Nc2ccc(S(N)(=O)=O)cc2)cc1	-63	-6	10	15	8	-2.5	0.4	9	-15	18
CN(C)S(=O)(=O)c1cc(NC(=O)COC(=O)CC2Sc3ccccc3NC2=O)ccc1Cl (stereo not given)	-20	-7	6	10	-3	2.0	-0.6	3	0	2
CCOc1ccc(NC(=O)COC(=O)c2ccc3ncsc3c2)cc1OCC	-19	-3	3	-3	-13	2.5	-0.2	-11	3	-7
CCc1nc2ccc(C(=O)N3CCN(C(=O)c4ccco4)CC3)cn2c1N(CC)Cc1cccc(Br)c1	-4	0	-6	2	6	-3.6	1.3	-3	8	9
CCOC(=O)N=Nc1c(O)n(Cc2ccccc2)c2ccccc12	2	6	7	-2	0	3.2	-0.1	9	4	0
O=C1C=C(c2ccc(Oc3ccccc3)cc2)C[C@@H](c2ccc3c(c2)OCO3)C1	0	4	7	6	0	1.6	-0.2	-2	-6	14
C=C(C)Cc1c(C)c(C#N)c2nc3ccccc3n2c1NCCCN(C)C	-23	4	-7	-3	-81	0.8	5.5	-3	10	1
c1ccc2c(-c3nn4nnnc4c4ccccc34)cccc2c1	0	-3	-14	7	-9	4.2	-0.1	6	-3	-6
N#Cc1ccc(C(=O)N2CCCC(c3cc(C(=O)NCc4cccnc4)no3)C2)cc1 (stereo not given)	-1	1	2	1	-4	-0.9	0.4	1	-7	-5
CN(C)CCN(Cc1ccccc1)S(=O)(=O)c1ccc(-c2ccc(=O)[nH]n2)s1	-12	-17	-37	3	-11	-2.7	0.4	3	9	-11
CCCCc1c(C)c2ccc(OCC(C)=O)cc2oc1=O	-4	3	4	-2	-354	0.5	3.8	0	2	-4
Cc1nc(NC(=O)c2ccccc2)sc1-c1cc(C(=O)N2CCOCC2)nn1CCO	0	-3	3	1	-2	.	0.6	-3	5	-10
Cc1csc(NC(=O)C2=NN(c3ccccc3)C(=O)CC2)n1	0	-4	-4	-1	4	2.8	-0.7	14	8	-8
Cc1ccnc(NS(=O)(=O)c2cccc3nsnc23)c1	12	5	1	0	20*	1.8	-0.1	4	-1	-3
O=C(c1ccc([N+](=O)[O-])cc1)N1CCSC1c1ccc(Br)cc1 (stereo not given)	-2	-17	-30	-3	-3	0.9	0.1	-3	8	-4
Cc1cc(C(=O)OCC(=O)c2cccc([N+](=O)[O-])c2)c2ccccc2n1	-6	-4	-1	2	4	1.6	0.2	11	-1	0
CC(C)Sc1nnc(-c2ccc(S(=O)(=O)N3CCOCC3)cc2)n1C	15	-2	-1	0	-27	1.6	-0.9	6	5	6
CSCCC(C(=O)Nc1c(C)cccc1C)N1CCN(C/C=C/c2ccccc2)CC1 (stereo not given)	-12	-5	3	0	-1	.	0.3	4	-1	3
C=CCn1c(SCC(=O)N2CCOCC2)nc(O)c(Cc2ccccc2)c1=O	1	6	-1	1	2	-1.2	-0.7	-4	-3	9
Nc1nc(SCc2ccccc2Cl)n[nH]1	1	7	-2	0	-4	2.6	-0.1	10	1	-11
Cc1ccc(O)c(NC(=O)c2cc([N+](=O)[O-])ccc2Cl)c1	-8	-1	1	4	4	-4.7	-0.4	2	1	-5
CSc1nc(=O)n2cccc(C)c2n1	2	-3	9	1	-17	0.3	0.1	0	-1	11
CCOc1cc(C)c(C(C)C)cc1S(=O)(=O)N1CCOCC1	-8	3	-3	-4	5	0.6	0.5	0	-4	0
O=C1NC(Nc2nccs2)(C(F)(F)F)C(=O)N1CCc1ccccc1 (stereo not given)	6	-1	2	3	1	0.9	0.2	-3	4	-1
O=C(Nc1cc(Cl)cc(Cl)c1)OCCN1CCCC12CCC(c1ccccc1)CC2 (stereo not given)	-8	0	-6	.	5	.	.	.	3	.
CC(C)C[C@@H](COCc1ccc(F)cc1)N1CCN(C(=O)c2cccc(C(F)(F)F)c2)CCC1=O	4	0	1	-1	-2	.	-0.4	1	-1	-1
FC(F)(F)c1cccc(Nc2ncnc3ccccc23)c1	-16	0	-5	2	-18	-0.7	0.1	6	-10	8
CCN(CC)S(=O)(=O)c1cccc(-c2nnc(SCC(=O)NCCC3=CCCCC3)n2N)c1	-1	-1	-4	-9	-3	0.8	-0.5	13	-11	4

Printed as active in ADAM10 inh (from the list above):
structure,sPLA2-III inh,NPR2 activator,GC-A act,ADAM10 inh,FXN GAA850 act,KLK7 zymogen act,ARFGAP1 inh,Tn6 DDE FP,ASAP1 inh
Cc1ccnc(NS(=O)(=O)c2cccc3nsnc23)c1,12,5,1,20*,1.8,-0.1,4,-1,-3

The results go on.
SMILES	sPLA2-III inh	NPR2 activator	GC-A act	rCAG binder	ADAM10 inh	FXN GAA850 act	KLK7 zymogen act	ARFGAP1 inh	Tn6 DDE FP	ASAP1 inh
C[C@H]1[C@H](NC(=O)C(=NOC(C)(C)C(=O)O)c2csc(N)n2)C(=O)N1S(=O)(=O)O	0	0	0	2	0	0.0	0.2	-6	-5	3
CCCN(Cc1ccccc1)C(=S)Nc1ccc(OCC)cc1	11	2	0	2	6	1.4	0.5	0	7	-8
C/C(=N\NC(N)=S)C1(C)CC2(CC(C)(C)OC2=O)C(=O)O1 (stereo not given)	-3	1	1	-1	-6	0.3	-0.2	-4	3	-10
COc1ccccc1-n1ccnc(SCC(=O)NC2CCCCC2)c1=O	7	3	1	-11	-27	-0.1	0.1	11	1	7
O=S1(=O)N[C@H](Cc2ccccc2)COc2cc(N3CCC[C@@H]3CO)ccc21	4	-2	3	3	-2	.	0.3	8	2	5
COc1ccc(N(Cc2cc3cccc(C)c3[nH]c2=O)S(=O)(=O)c2ccc(Cl)cc2)cc1	2	-3	-11	3	-18	0.6	-0.1	4	-4	1
Cc1ccccc1CN(C)CCc1ccccn1	-2	8	-2	-4	4	1.0	-0.7	-3	-1	16
CCCCCC(=O)Nc1ccc2oc(-c3ccncc3)nc2c1	-4	-9	5	-1	-265	1.0	-2.3	-8	2	-8
CC(C)CC(=O)Nc1ccc(-c2nnn(CC(=O)NCc3ccco3)n2)cc1	-6	-3	-2	1	1	3.9	-0.1	7	3	10
CCOC(=O)c1c(C)[nH]c(C(=O)OCC(=O)N(C)c2c(N)n(Cc3ccccc3)c(=O)[nH]c2=O)c1C	5	-2	2	-3	-5	-2.8	0.4	11	4	-6
CCCCCNC(=O)C(c1cccc2ccccc12)n1c(=O)c(-c2ccco2)nc2ccccc21 (stereo not given)	22*	-12	-8	30	-5	.	-0.7	-1	-2	-6
CC(/C=C/c1ccc(C)o1)=C\C(=O)O	-3	7	3	0	-5	1.4	0.0	5	10	5
O=C(CSc1nnc(COc2ccccc2)n1Cc1ccco1)Nc1ccc(OCc2ccccc2)cc1	-17	8	1	7	3	.	-0.1	.	-6	.
COc1cc(-c2nnc(SCc3cccnc3)n2C)cc(OC)c1O	4	-2	1	-6	-2	0.4	-0.5	-4	5	-28
Cn1c(=O)c2c(nc(NCCO)n2CCc2ccccc2)n(C)c1=O	-6	-2	-2	-1	-3	-0.1	0.1	-3	6	-4
C=CCSc1nnc(-c2cccc3ccccc23)o1	4	4	1	3	-13	1.0	-0.5	-5	1	-4
O=C(NC1CC1)C1CCN(Cc2cnn(-c3ccccc3)c2-n2cccc2)CC1	3	2	-1	0	-5	-0.4	0.2	1	3	-2
CCOC(=O)c1[nH]c2c(c1-c1ccccc1)C(=O)CC(c1ccc(Cl)cc1)C2 (stereo not given)	6	-10	3	3	-13	-2.2	-0.4	-1	0	6
CC(C#N)N1CCN(S(=O)(=O)c2ccc3c(c2)CCC3)CC1 (stereo not given)	-4	5	2	1	-4	0.8	0.0	5	1	7
O=C(CCNC(=O)C1CCN(S(=O)(=O)c2ccc(F)cc2)CC1)Nc1ccccc1	-1	0	-3	-5	4	1.9	0.6	15	6	-11
FC(F)(F)c1cc(NC2CCCCC2)ccn1	2	-2	3	-2	-1	-0.8	-0.2	-15	8	-6
CC(C)(C)c1ccc(C(=O)c2c[nH]c(C(=O)NCCc3ccccn3)c2)cc1	1	-7	1	-3	-6	1.6	0.1	-5	-4	0
Cc1ccc(C)c(-c2nc3cc(N)ccc3o2)c1	0	-5	8	4	-117	-8.3	-8.1	-2	1	11
Cc1ccc(C(=O)N/C(=C/c2ccccc2)C(=O)NCc2ccncc2)cc1	4	3	-1	-4	-4	1.2	0.2	-6	-5	-2
C[C@H](NC(=O)c1ccc(Cl)cc1)C(=O)OCn1nnc2ccccc2c1=O	-4	-4	12	-1	-7	0.6	0.4	-12	-2	1
COC(=O)[C@@H]1C[C@H]2CC[C@H](O)C[C@H]2N1Cc1ccc(C(C)(C)C)cc1	5	5	-2	-7	-5	3.2	1.1	9	9	-3
COc1ccc(NS(=O)(=O)c2c(F)cc(F)c(Cl)c2F)cc1S(=O)(=O)N1CCCCC1	-12	-2	-5	40*	-3	1.4	-0.3	4	7	-2
